Screening data: PubChem, Broad Institute
C diff growth – blocks growth of Clostridium difficile | growth activity, negative = inhibition, % at 16 µg/mL (by protocol) | AID 1259249 | 86,000 compounds, 0.25% hits | Clostridium difficile clinical isolate growth, OD600, 24 h; stronger effect = lower value;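 active means mean growth activity at or below -80% and every replicate also at or below -80%; inconclusive means mean at or below -80% but some replicate above -80%; inactive means mean growth activity above -80%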;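 further: 0% = DMSO wells and -100% = levofloxacin 16 µg/mL wells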
Pf Dd2 inh – blocks growth of Plasmodium falciparum Dd2 parasites; P. falciparum Dd2 growth, SYBR Green, 72 h; stronger effect = lower value; activity change, % at 10 µM; 94,000 compounds, 2.3% hits; in the data active means activity change below about -80%; inconclusive means no clear call, values can overlap the other calls
Tcruzi prolif – inhibitors of T. cruzi proliferation | 77,000 compounds, 5.9% hits | T. cruzi beta-gal in NIH3T3, GalScreen luminescence, 90 h | inhibition, % at 8.34 µM;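 active means mean inhibition above about 93%, with at least 55% of replicates each passing it, limit read from the data, passing the limit was not always enough; inconclusive means only one of those two conditions holds; inactive means neither condition holds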
KDM4C inh – inhibitors of human demethylase GASC-1 KDM4C | Q9H3R0 | GST-KDM4C 2-372, H3K9me3 peptide, LANCE TR-FRET | inhibition, % at 12.5 µM | 96,000 compounds, 0.15% hits;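 active means mean replicate inhibition above about 25%, with at least 55% of replicates also reaching it, limit read from the data, passing the limit was not always enough; inconclusive means only one of those two conditions met; inactive means neither condition met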
Target sequence (Q9H3R0 2-372 limits assumed): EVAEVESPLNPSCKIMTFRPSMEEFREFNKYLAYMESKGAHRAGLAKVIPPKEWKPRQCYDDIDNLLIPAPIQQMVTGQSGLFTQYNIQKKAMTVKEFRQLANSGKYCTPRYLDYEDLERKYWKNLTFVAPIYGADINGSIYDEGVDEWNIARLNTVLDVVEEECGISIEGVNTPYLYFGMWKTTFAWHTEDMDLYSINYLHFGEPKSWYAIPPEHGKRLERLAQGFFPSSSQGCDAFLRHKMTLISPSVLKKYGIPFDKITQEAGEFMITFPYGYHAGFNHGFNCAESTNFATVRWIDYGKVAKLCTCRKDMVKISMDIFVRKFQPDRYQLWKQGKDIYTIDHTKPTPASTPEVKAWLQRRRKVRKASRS
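Test system: N-terminal GST-fused human GASC-1 (KDM4C) fragment, residues 2-372; quantity: GASC-1 enzyme at 10 nM final in reaction; dosing: single dose; schedule: 30 min demethylation and 1 h detection at room temperature; signal: LANCE TR-FRET, excitation 340 nm, emissions 618 and 671 nm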
Active calls of the source: *; ? = inconclusive; nt = no result given.

Structure	Tcruzi prolif	C diff growth	Pf Dd2 inh	KDM4C inh
COc1ccc(CN(C)C[C@H]2OCCCC[C@H](C)Oc3ccc(NC(=O)CCC(F)(F)F)cc3C(=O)N([C@H](C)CO)C[C@@H]2C)cc1	-10.2	3.5	15.2	0.9
C[C@@H]1CN([C@H](C)CO)C(=O)c2cc(NC(=O)C3CCCCC3)ccc2O[C@@H](C)CCCCO[C@H]1CN(C)Cc1ccc(C(=O)O)cc1	-13.7	-2.6	14.8	0.5
COc1ccc(NC(=O)N(C)C[C@H]2OCCCC[C@H](C)Oc3ccc(NS(=O)(=O)c4cccs4)cc3C(=O)N([C@@H](C)CO)C[C@H]2C)cc1	31.6	-4.9	-58.5	-1.2
CO[C@H]1CN(C)C(=O)c2cc(NC(=O)C3CCC3)ccc2OC[C@@H](C)N(Cc2ccc(F)cc2)C[C@H]1C	73.4	nt	nt	-1.8
COc1ccc(NC(=O)Nc2ccc3c(c2)[C@@H]2C[C@@H](CC(=O)N(C)C)O[C@H](CO)[C@@H]2O3)cc1	16.2	-5.5	7.0	1.9
Cc1noc(C)c1NC(=O)Nc1ccc2c(c1)C(=O)N([C@@H](C)CO)C[C@H](C)[C@@H](CN(C)C)OCCCC[C@@H](C)O2	-27.5	0.1	32.7	1.5
Cc1noc(C)c1NC(=O)N[C@@H]1CC[C@H](CCNC(=O)C2CCOCC2)O[C@H]1CO	22.4	nt	-4.9	-0.3
C[C@@H]1CN([C@@H](C)CO)C(=O)c2cc(-c3ccccc3F)cnc2O[C@H]1CN(C)C(=O)C1CC1	9.4	nt	7.7	3.8
O=C1CN(Cc2ccc(F)cc2)C[C@@H]2[C@H](c3ccc(Br)cc3)[C@@H](CO)N12	nt	8.4	-20.4	-2.4
CC(C)C#Cc1ccc2c(c1)O[C@H](CN(C)C)[C@@H](C)CN([C@H](C)CO)S2(=O)=O	nt	-0.1	-7.4	0.0
CO[C@H](CN(C)C(=O)c1cnccn1)[C@H](C)CN([C@H](C)CO)S(=O)(=O)c1ccccc1	-47.4	nt	40.5	2.4
COc1ccc2c3c([nH]c2c1)[C@H](CO)N(C(=O)Nc1ccc(F)cc1)CC31CN(S(=O)(=O)c2cn(C)cn2)C1	nt	-3.3	3.7	0.8
CS(=O)(=O)N1[C@H](C#N)[C@H](c2ccccc2-c2ccccc2F)[C@H]1CO	nt	-1.5	35.9	1.0
CCN(C[C@@H]1N[C@@H](CO)[C@H]1c1ccccc1)C(=O)c1ccncc1	32.8	-3.5	7.0	-0.6
C[C@@H]1CN([C@@H](C)CO)C(=O)c2cccc(NS(=O)(=O)c3cn(C)cn3)c2O[C@@H]1CN(C)Cc1ccc(C(F)(F)F)cc1	24.8	0.1	6.1	0.5
CO[C@@H]1CN(C)C(=O)c2cc(NC(C)=O)ccc2OC[C@H](C)NC[C@@H]1C	-45.4	0.5	18.7	1.1
O=C(CCN1CCCCC1)N[C@@H]1CC[C@@H](CCNS(=O)(=O)c2ccc(Cl)cc2)O[C@H]1CO	24.9	0.6	-14.1	-1.0
COCC(=O)N1CC[C@@H]2[C@H]1c1cc(-c3ccc(OC)cc3)ccc1N(C)[C@@H]2CO	52.8	-18.6	16.3	0.9
C[C@H]1CN([C@@H](C)CO)S(=O)(=O)c2ccc(-c3cccnc3)cc2O[C@@H]1CN(C)CC1CCOCC1	nt	-5.0	-7.7	0.5
Cc1ccccc1NC(=O)Nc1ccc2c(c1)C(=O)N(C)[C@H]1CC[C@@H](CC(=O)NCC3CC3)O[C@H]1CO2	29.3	3.6	8.7	-1.3
CC(C)CC#Cc1ccc2c(c1)O[C@@H](CN(C)C(=O)NC(C)C)[C@H](C)CN([C@@H](C)CO)S2(=O)=O	57.6	nt	-32.6	-0.4
C[C@@H]1CCCCO[C@@H](CN(C)C(=O)Nc2ccccc2)[C@H](C)CN([C@H](C)CO)C(=O)c2cc(NS(=O)(=O)c3ccccc3)ccc2O1	nt	nt	-56.7	2.8
c1cc(CN2[C@@H]3CNC[C@H]2C3c2ccc(-c3ccncc3)cc2)cc(-c2ccncc2)c1 (stereo partly specified)	nt	3.6	-75.7	0.0
C[C@@H]1CN([C@H](C)CO)C(=O)c2cc(NC(=O)CCCN(C)C)ccc2O[C@H]1CN(C)C	nt	-1.7	16.6	-0.7
C[C@@H]1CN([C@H](C)CO)C(=O)c2cc(-c3cccc(F)c3)cnc2O[C@@H]1CN(C)CC1CCOCC1	nt	-1.9	24.4	-0.7
COc1cccc(NC(=O)C[C@@H]2CC[C@H]3[C@@H](COc4ccc(NC(=O)C5CCC5)cc4C(=O)N3C)O2)c1	nt	-1.6	-8.1	-0.4
CN1C(=O)c2cc(NC(=O)c3ccc(F)cc3)ccc2OC[C@H]2O[C@@H](CC(=O)N3CCOCC3)CC[C@H]21	28.4	-11.7	-15.1	-0.4
C[C@@H]1CN([C@H](C)CO)S(=O)(=O)c2ccc(C#Cc3ccncc3)cc2O[C@@H]1CN(C)C(=O)C1CCOCC1	nt	7.3	?	2.4
CNC[C@@H]1Oc2ncc(-c3cccc(C(=O)N(C)C)c3)cc2C(=O)N([C@@H](C)CO)C[C@H]1C	nt	-0.4	22.1	0.9
C[C@@H]1CCCCO[C@@H](CN(C)C(=O)Nc2ccc(C(F)(F)F)cc2)[C@H](C)CN([C@@H](C)CO)C(=O)c2cc(NC(=O)Nc3ccc4c(c3)OCO4)ccc2O1	112.2*	-3.4	15.1	-2.2
C/C=C/c1ccc([C@@H]2[C@@H](CO)N3C(=O)CN(S(=O)(=O)c4ccccc4)C[C@@H]23)cc1	nt	55.3	-30.0	-0.2
COc1cccc(S(=O)(=O)N(C)C[C@@H]2Oc3ncc(C#CCN(C)C)cc3C(=O)N([C@@H](C)CO)C[C@H]2C)c1	102.8*	11.7	-7.8	9.6
O=C(NC1CCCCC1)N[C@@H]1CC[C@@H](CCNS(=O)(=O)c2ccc(F)cc2)O[C@H]1CO	-23.8	-1.1	2.3	8.9
C[C@@H]1CN([C@@H](C)CO)C(=O)c2cc(NS(=O)(=O)c3ccc(F)cc3)ccc2O[C@@H](C)CCCCO[C@H]1CN(C)C	17.7	-2.6	-1.1	0.4
C[C@@H]1CN([C@H](C)CO)C(=O)c2cccc(NS(=O)(=O)c3ccc(Cl)cc3)c2O[C@@H]1CN(C)Cc1ccccc1	39.0	-2.3	-10.0	1.2
O=C(Cc1cccnc1)N1CC(=O)N2[C@H](CO)[C@@H](c3ccc(/C=C/c4ccccc4)cc3)[C@@H]2C1	nt	-20.9	-36.9	-1.8
C[C@@H]1CN([C@@H](C)CO)C(=O)c2cc(NC(=O)Nc3ccc(F)cc3)ccc2O[C@@H](C)CCCCO[C@@H]1CN(C)C	23.0	-1.2	-64.0	2.2
C[C@H](CO)N1C[C@H](C)[C@@H](CN(C)CC2CCCCC2)OCCCC[C@H](C)Oc2ccc(NC(=O)C3CCCCC3)cc2C1=O	64.5	7.4	-2.3	1.4
O=C(C[C@@H]1CC[C@@H](NC(=O)CC2CC2)[C@@H](CO)O1)NCc1ccc(-c2ccccc2)cc1	-0.9	-1.0	3.5	1.5
CC(C)NC(=O)N(C)C[C@H]1Oc2ccc(NC(=O)Nc3ccc(F)cc3)cc2C(=O)N([C@H](C)CO)C[C@H]1C	nt	2.2	-1.6	-3.8

Looked up above.
C diff growth, O=C(Cc1cccnc1)N1CC(=O)N2[C@H](CO)[C@@H](c3ccc(/C=C/c4ccccc4)cc3)[C@@H]2C1 → -20.9
C diff growth, Cc1ccccc1NC(=O)Nc1ccc2c(c1)C(=O)N(C)[C@H]1CC[C@@H](CC(=O)NCC3CC3)O[C@H]1CO2 → 3.6

Next section:
Structure	Tcruzi prolif	C diff growth	Pf Dd2 inh	KDM4C inh
C[C@H]1CN([C@@H](C)CO)C(=O)Cc2cc(NS(C)(=O)=O)ccc2O[C@H]1CN(C)Cc1ccc(C(=O)O)cc1	43.7	4.3	20.7	0.1
C[C@@H]1CN([C@@H](C)CO)C(=O)c2cccc(NS(=O)(=O)c3ccc(Cl)cc3)c2O[C@H]1CN(C)Cc1ccccc1	31.6	5.6	2.4	-0.1
Cc1noc(C)c1NC(=O)N[C@@H]1CC[C@@H](CCNC(=O)C2CCCC2)O[C@H]1CO	nt	-0.3	-0.6	-0.8
CCCNC(=O)N1CC(=O)N2[C@H](C1)[C@H](c1ccc(-c3ccc(F)cc3)cc1)[C@@H]2CO	nt	-2.6	2.0	0.8
COc1ccc(S(=O)(=O)N(C)C[C@H]2Oc3ccc(NC(=O)NC(C)C)cc3CC(=O)N([C@H](C)CO)C[C@H]2C)cc1	18.8	1.5	14.5	0.9
O=C(C[C@H]1C[C@H]2c3cc(NC(=O)C4CCC4)ccc3O[C@H]2[C@H](CO)O1)NCCN1CCCCC1	14.0	nt	6.6	1.5
C[C@@H]1CN([C@@H](C)CO)C(=O)c2cccc(N(C)C)c2O[C@@H]1CN(C)S(C)(=O)=O	44.3	-0.8	4.1	-0.5
CO[C@@H]1CC[C@H]2CCN(C)C(=O)C[C@@H](c3ccccc3)CN(C)C(=O)c3cccc(C#N)c3OC[C@H]1O2	16.7	-6.7	nt	0.2
CS(=O)(=O)N1[C@@H]2c3cccc(=O)n3C[C@H]1[C@H](CO)[C@H]2C(=O)NCc1ccccc1	-30.5	-3.5	nt	2.0
COc1ccc2c3c([nH]c2c1)[C@@H](CO)N(C(=O)c1cccnc1)CC31CN(Cc2cccnc2)C1	nt	10.1	-15.3	1.4
O=C(Cc1ccncc1)NCC[C@@H]1CC[C@H](NC(=O)Nc2cccc(F)c2)[C@H](CO)O1	65.9	0.6	-1.5	-0.4
C[C@@H]1CN([C@@H](C)CO)S(=O)(=O)c2ccc(-c3cccc(C#N)c3)cc2O[C@H]1CN(C)C(=O)c1ccc(F)cc1	79.3	-5.6	-37.7	-3.2
C[C@H]1CN([C@@H](C)CO)C(=O)Cc2cc(NC(=O)Cc3ccccc3)ccc2O[C@H]1CN(C)Cc1ccc2c(c1)OCO2	18.8	-2.7	18.7	-0.2
COc1ccc(NC(=O)Nc2ccc3c(c2)CC(=O)N([C@H](C)CO)C[C@@H](C)[C@@H](CN(C)Cc2ccc(C(=O)O)cc2)O3)cc1	15.5	0.7	41.2	0.6
C[C@@H]1CN([C@H](C)CO)C(=O)CCCn2cc(nn2)CO[C@@H]1CN(C)S(=O)(=O)c1ccc(Oc2ccccc2)cc1	46.6	5.7	-5.3	0.4
COCC(=O)N1[C@@H](CO)[C@H](c2ccc(-c3ccccc3OC)cc2)C12CN(C(C)=O)C2	nt	-4.8	-32.8	-0.5
C[C@@H]1CN([C@@H](C)CO)C(=O)CCCn2cc(nn2)CO[C@@H]1CN(C)C(=O)Nc1ccnc(N2CCOCC2)c1	12.3	nt	26.4	0.8
C[C@@H]1CCCCO[C@@H](CN(C)Cc2ccc3c(c2)OCO3)[C@@H](C)CN([C@@H](C)CO)C(=O)c2cc(NS(C)(=O)=O)ccc2O1	-20.0	1.8	nt	3.2
Cc1ccccc1-c1ccc([C@@H]2[C@@H](CO)N3CCCCN(S(=O)(=O)Cc4ccccc4)C[C@H]23)cc1	93.3	36.1	-9.5	-3.0
C[C@@H]1CN([C@H](C)CO)C(=O)c2cccc(NC(=O)c3nc4ccccc4s3)c2O[C@@H]1CN(C)Cc1ccccc1	?	1.1	-46.0	0.6
CCCNC(=O)N(C)C[C@H]1Oc2cc(Br)ccc2S(=O)(=O)N([C@@H](C)CO)C[C@H]1C	-0.3	9.4	14.5	18.3
Cc1ccc(S(=O)(=O)N(C)C[C@H]2OCc3cnnn3CCCC(=O)N([C@H](C)CO)C[C@@H]2C)cc1	-57.6	0.7	-14.8	1.9
O=C(CCN1CCCCC1)N[C@@H]1CC[C@H](CCn2cc(-c3cccc(F)c3)nn2)O[C@@H]1CO	nt	-2.9	-7.9	1.6
CC(C)NC(=O)Nc1ccc2c(c1)C(=O)N([C@@H](C)CO)C[C@@H](C)[C@@H](CN(C)C(=O)NC1CCCCC1)OCCCC[C@@H](C)O2	10.7	2.1	-53.9	-1.2
O=C(O)C[C@H]1C[C@@H]2c3cc(NC(=O)c4cccnc4)ccc3O[C@@H]2[C@@H](CO)O1	-4.0	-0.3	17.8	1.0
CCS(=O)(=O)Nc1ccc2c(c1)C(=O)N(C)C[C@@H](OC)[C@@H](C)CN(C(C)=O)[C@@H](C)CO2	15.6	1.6	19.4	1.6
C[C@@H]1CN([C@H](C)CO)C(=O)c2cc(NC(=O)CCC(F)(F)F)ccc2O[C@H]1CN(C)C(=O)Nc1ccc(C(F)(F)F)cc1	nt	-1.3	7.6	0.1
CN(C)CC(=O)N1[C@@H]2Cn3c(ccc(-c4ccncc4)c3=O)[C@H]1[C@@H](C(=O)NC1CCC1)[C@@H]2CO	18.3	-2.3	11.5	0.3
